# Screens: PubChem BioAssay, Sanford-Burnham Center for Chemical Genomics
# APOBEC3G inh: APOBEC3G DNA deaminase inhibitors, primary screen, biochemical, fluorescence, single-stranded DNA substrate, uHTS; recombinant A3G, ssDNA deamination FAM/TAMRA fluorescence; DNA dC->dU-editing enzyme APOBEC-3G (Homo sapiens), Q9HC16; 330,000 tested, 0.28% active; inhibition, % at 20 µM;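 active = inhibition of at least 40% at 20 µM, with no more than 30% in the related APOBEC3A deaminase screen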;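 also: plate controls were DMSO wells with A3G for no effect and wells lacking A3G enzyme for full effect; some compounds called inactive have numbers as strong as hits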
# hIAP block: human IAP inhibitors, primary screen, biochemical, luminescence, uHTS | Intestinal-type alkaline phosphatase (Homo sapiens), P09923 | purified IAP, CDP-Star luminescence, 30 min | inhibition, % at 10 µM | 330,000 tested, 0.12% active | AID 2544, 2010;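 active = inhibition reaching a set limit with compound at 10 µM in the primary screen, cut at about 35% in these data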;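 also: plate controls were DMSO wells with enzyme for no effect and no-enzyme buffer wells for full effect; values of inactives mirror those of a sister screen read the other way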
# Target sequence (P09923 whole entry, looked up): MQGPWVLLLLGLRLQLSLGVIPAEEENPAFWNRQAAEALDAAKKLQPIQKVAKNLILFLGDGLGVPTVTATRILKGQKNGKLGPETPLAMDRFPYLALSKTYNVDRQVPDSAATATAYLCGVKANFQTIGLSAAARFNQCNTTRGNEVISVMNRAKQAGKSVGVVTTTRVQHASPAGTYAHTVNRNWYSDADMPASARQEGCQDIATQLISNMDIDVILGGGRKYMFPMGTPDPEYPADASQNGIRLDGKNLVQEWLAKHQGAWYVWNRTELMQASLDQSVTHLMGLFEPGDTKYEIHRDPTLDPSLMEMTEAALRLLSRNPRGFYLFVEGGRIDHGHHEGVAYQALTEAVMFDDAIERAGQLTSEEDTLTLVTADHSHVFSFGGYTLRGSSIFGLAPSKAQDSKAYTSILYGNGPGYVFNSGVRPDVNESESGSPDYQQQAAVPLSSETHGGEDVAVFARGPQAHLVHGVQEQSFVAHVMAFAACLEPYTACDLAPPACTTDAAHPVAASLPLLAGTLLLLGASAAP
# ATG4B inh: ATG4B protease inhibitors, primary screen, biochemical, fluorescence, uHTS; Cysteine protease ATG4B (Homo sapiens), Q9Y4P1; ATG4B cleavage of LC3-PLA2, NBD-HPC fluorescence, 1 h; inhibition, % at 8.33 µM; 340,000 tested, 0.51% active; AID 504462, 2011; in the data active = inhibition above about 40%
# Target sequence (Q9Y4P1 whole entry, looked up): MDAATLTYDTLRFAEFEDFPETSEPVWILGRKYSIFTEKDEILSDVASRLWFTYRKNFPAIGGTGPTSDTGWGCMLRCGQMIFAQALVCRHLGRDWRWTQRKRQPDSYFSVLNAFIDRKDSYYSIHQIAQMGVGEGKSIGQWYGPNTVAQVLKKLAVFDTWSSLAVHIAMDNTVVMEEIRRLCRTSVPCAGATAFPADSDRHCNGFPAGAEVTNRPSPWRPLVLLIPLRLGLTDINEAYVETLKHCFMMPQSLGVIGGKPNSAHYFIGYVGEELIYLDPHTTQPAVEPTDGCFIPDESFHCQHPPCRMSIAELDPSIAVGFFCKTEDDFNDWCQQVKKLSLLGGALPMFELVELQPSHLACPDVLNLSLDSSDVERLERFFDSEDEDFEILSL
# MIN6 prolif: inducers of MIN6 beta-cell proliferation, primary screen, ATP luminescence, uHTS. MIN6 cells proliferation, ATPlite luminescence, 48 h; cells starved in 0.2% serum; 100% = growth in 10% serum. proliferation, % at 10 µM. 330,000 tested, 0.29% active;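 active = compounds whose signal lies at least 3.5 SD above the mean of all wells on their plate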;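 also: 0% = DMSO-treated cells in low-serum medium and 100% = 10% serum control; some compounds called inactive have numbers as strong as hits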
# mIAP act: activators of mouse IAP, primary screen, biochemical, luminescence, uHTS; intestinal alkaline phosphatase [Mus musculus]; muIAP, CDP-Star luminescence, 30 min; stronger effect = higher value; 1 = vehicle-only enzyme signal, 0 = enzyme-free wells; activation factor at 10 µM; 330,000 tested, 0.24% active; AID 2805, 2010;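 active = activation factor of at least 2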; also: the source names both 10 and 20 µM as test concentration; values of inactives mirror those of a sister screen read the other way
#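 Assay system: mouse IAP enzyme; reagent: chemiluminescent substrate CDP-Star; dosing: test compounds delivered from DMSO solution; schedule: 30 min at room temperature; measured by: luminescence from enzymatic CDP-Star hydrolysis; controls: DMSO-only wells and no-enzyme negative control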
# hIAP activ: human IAP activators, primary screen, biochemical, luminescence, uHTS; purified human IAP, CDP-Star luminescence, 30 min; stronger effect = higher value; 1 = vehicle-only enzyme, 0 = enzyme-free background; activation factor at 10 µM; AID 2524, 2010; 330,000 tested, 0.16% active;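 active = activation factor of the enzyme at least 2-fold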; also: the source names both 10 and 20 µM as test concentration; values of inactives mirror those of a sister screen read the other way
# A3A deaminase: APOBEC3A ssDNA deaminase inhibitors, primary screen, selectivity assay for APOBEC3G inhibitor project, biochemical, FAM/TAMRA oligo cleavage fluorescence; DNA dC->dU-editing enzyme APOBEC-3A (Homo sapiens), P31941; 330,000 tested, 0.41% active; recombinant A3A, FAM/TAMRA ssDNA deamination fluorescence; inhibition, % at 20 µM; AID 493011, 2011;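 active = at least 40% inhibition at 20 µM here, with at most 30% in a related deaminase screen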;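 also: plate controls were A3A with DMSO for no effect and wells lacking A3A enzyme for full effect; some results filed as inactive read as strong as hits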
# mIAP inh: inhibitors of mouse IAP, primary screen, biochemical, luminescence, uHTS; 330,000 tested, 0.2% active; inhibition, % at 10 µM; purified mouse IAP, CDP-Star luminescence, 30 min; intestinal alkaline phosphatase [Mus musculus];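 active = inhibition of at least 40% at 10 µM in the primary screen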;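 also: plate controls were DMSO with enzyme for no effect and no enzyme wells for full effect; values of inactives mirror those of a sister screen read the other way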
# MPTP block: mitochondrial permeability transition pore inhibitors, primary screen, biochemical, isolated mouse mitochondria, absorbance | Ca2+ swelling absorbance, 30 min | 360,000 tested, 1.4% active | inhibition, % at 10 µM;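 active = inhibition of 50% or more, scaled per plate between neutral and stimulator controls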;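 also: 0% = DMSO wells given calcium and 100% = 1 mM EGTA wells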
# Active calls of the source: *; x = not tested or not shown.
molecule	mIAP act	mIAP inh	hIAP block	A3A deaminase	hIAP activ	MPTP block	MIN6 prolif	ATG4B inh	APOBEC3G inh
O=C(COC(=O)/C=C/c1ccc(F)cc1)Nc1ccccc1-c1ccccc1	0.92	8	-1	-1	1	3.1	1	16	-2
CC1CC(C)CN(C(=O)CSCC(=O)O)C1 (centres undefined)	0.91	9	5	4	0.95	0.0	1	2	1
COc1ccc(Cl)cc1C(=O)NCc1ccc2c(c1)OCO2	0.94	6	4	3	0.96	0.9	1	1	-4
NS(=O)(=O)c1cccc(NC(=O)COC(=O)Cn2cc(C(F)(F)F)ccc2=O)c1	0.81	19	8	-1	0.92	-1.9	7	-6	-6
CCC(=O)NC(c1ccc(OC)cc1)c1cc(Cl)c2cccnc2c1O (centres undefined)	0.94	6	-16	-3	1.2	-1.4	-6	-4	-9
Cc1cc(/C=C2/NC(=O)N(Cc3ccccc3F)C2=O)c(C)n1-c1ccccn1	0.9	10	-14	-1	1.1	3.0	-1	0	1
COCCCNC(=O)c1ccccc1Sc1ccc(NC(C)=O)nc1	0.94	6	-7	-3	1.1	-0.6	-2	-4	-3
Clc1ccc(-c2nc(N3CCCCC3)nc3ccccc23)cc1	1.1	-14	-4	-2	1	2.3	-7	-4	-5
CCOC(=O)c1ccc(S(=O)(=O)N(CCO)Cc2cc3cc(OC)c(OC)cc3[nH]c2=O)cc1	1.1	-6	-9	-1	1.1	0.4	-2	-7	-5
Cc1c(C=NNC(=O)c2ccc(Br)cc2)c2ccccn2c1C(=O)c1ccncc1	0.92	8	5	0	0.95	0.9	1	-6	-1
CC(NC(=O)CCNS(=O)(=O)c1ccc2c(c1)oc(=O)n2C)c1ccccc1 (centres undefined)	0.98	2	12	-6	0.88	-2.6	-3	7	-8
Cn1c(Sc2ccc(Br)cc2)c(C=O)c2ccccc21	0.91	9	20	-3	0.8	1.3	-5	-6	-6
CCCn1c(SCC(=O)N2CCCCC2)nnc1-c1ccco1	0.93	7	-11	-2	1.1	1.3	2	-8	-4
Cc1cc(C(C)(C)C)cc(S(=O)(=O)NCCc2ccncc2)c1C	1	-2	-14	-2	1.1	-0.2	-4	-3	-3
CC(=O)Nc1ccc(NC(=O)C(C)OC(=O)CNC(=O)c2ccc(-c3ccccc3)cc2)cc1 (centres undefined)	1	-1	-5	-1	1.1	-0.7	0	-13	-4
C#CCCc1cocc1/C=[N+](\[O-])c1ccc(C(=O)OCC)cc1	1.1	-8	9	-2	0.91	1.4	-3	12	-11
CN(CCCNC(=O)c1cc2c(Cl)nc3ccccc3c2s1)Cc1ccccc1	0.9	10	13	-1	0.87	-6.1	-6	-8	-4
Nc1nc(Cl)cc(N2CCCC2)n1	0.9	10	-7	3	1.1	-1.3	-2	-8	0
COc1ccc(N(Cc2cc(=O)[nH]c3ccccc23)C(=O)C(C)C)cc1	0.93	7	-2	-2	1	0.3	-3	0	-10
COc1ccccc1CN1C(=S)SC(C)(C)C1NO (centres undefined)	0.98	2	9	0	0.91	2.1	0	-12	-1
CC(=O)CC(CC(=O)NC1CCCCC1)c1ccccc1 (centres undefined)	1	-3	3	-4	0.97	3.9	1	0	-6
COc1ccc(NC(=O)COc2cc(C)cc(C)c2)cc1S(=O)(=O)N1CCCCC1	1.2	-18	10	1	0.9	0.0	-2	-10	-6
Cc1cccc(NC(=O)/C(=C\c2ccco2)NC(=O)c2ccccc2)c1	0.97	3	10	0	0.9	0.6	0	-1	0
Cc1ccccc1COc1ccc(/C=C(\C#N)C(N)=O)cc1	0.94	6	15	-1	0.85	-1.3	-1	7	-12
C/C(=N\O)C(=O)NCc1ccncc1	0.99	1	2	-4	0.98	0.7	1	2	-5
N#Cc1nc(COc2ccc(Cl)cc2)oc1N1CCCC1	0.95	5	20	4	0.8	-0.4	-1	0	-1
COc1ccccc1/C=C/C1(C(=O)NC2CCCC2)CC(=O)N1c1ccc(F)cc1 (centres undefined)	1	-5	-2	1	1	-0.5	-6	-9	0
CN1C(=O)CSC1=NCC12CC3CC(CC(C3)C1)C2	0.92	8	-20	0	1.2	3.0	-1	-3	-1
Cc1ccccc1N(CC(=O)N1CCCCCC1)S(C)(=O)=O	1	-2	-6	-1	1.1	1.6	-1	-2	-7
Cc1nn(CC(=O)NCCc2ccco2)c(=O)c2nn(-c3ccccc3)c(C)c12	0.97	3	-16	6	1.2	-0.8	-2	3	7
CC(=O)N1CCN=C1SCc1cccc(Cl)c1	0.98	2	-2	-3	1	-1.2	-3	-5	-2
CC(=O)CCC1CC(c2ccc(Cl)cc2)=NO1 (centres undefined)	1	-1	-3	-3	1	4.6	-2	-9	-8
COc1ccc(Br)cc1/C=N/NC(=O)c1ccc2nc[nH]c2c1	0.92	8	-69	-6	1.7	-0.9	0	-18	-8
COc1ccc(C(=O)Nn2cnc3ccccc3c2=O)cc1[N+](=O)[O-]	1	0	-22	-2	1.2	0.7	-3	6	-7
COc1ccc(CNC(=O)C(=O)NCC2CCCN2S(=O)(=O)c2ccccc2)cc1 (centres undefined)	0.99	1	-1	-5	1	-2.1	-2	-12	-6
CCc1ccc(N=C2NC(=O)/C(=C/c3ccc(OCC(=O)O)c(OC)c3)S2)cc1	0.94	6	-1	-9	1	-0.1	-3	4	-7
O=C(C[C@@H]1C/C=C\CCCC(=O)OC[C@@H]2CCCN2C1=O)N[C@@H](CO)Cc1ccccc1	0.96	4	10	-6	0.9	0.2	-1	-1	-9
C=COCCn1c(-c2nonc2N)nc2ccccc21	1.1	-10	-5	-3	1.1	0.5	-1	2	-2
O=C(COc1ncnc2sccc12)N1CCN(c2ccccc2)CC1	0.96	4	3	2	0.97	2.2	-1	4	0
CN(CC1COc2ccccc2O1)C(=S)Nc1ccccc1F (centres undefined)	1	-3	-21	5	1.2	-0.6	2	1	-1
CCC(NC(=O)Cc1c(C)c2cc3c(cc2oc1=O)OC(C)(C)CC3)C(=O)O (centres undefined)	0.99	1	4	-4	0.96	0.7	3	0	-8
O=C(CSS(=O)(=O)O)N1CCN(C(=O)c2ccoc2)CC1	0.72	28	-16	-2	1.2	-0.8	1	8	-1
Brc1ccc(-c2cn3nc4c(nc3n2)CCCC4)cc1	0.94	6	14	-5	0.86	-0.4	-3	-9	-7
O=c1c2cnn(-c3ccccc3)c2nc(-c2ccco2)n1-c1ccccc1	1	-1	-2	-1	1	4.6	1	-3	-3
COc1ccc(C(=O)O)cc1NC(=S)NC(=O)C(c1ccccc1)c1ccccc1	1.1	-14	30	3	0.7	1.1	-1	0	2
O=C(Oc1ccccc1C(=O)N1CCOCC1)c1ccc(Br)cc1	0.89	11	-2	0	1	2.0	0	0	-4
COc1ccc(OC)c2[nH]c(=O)c(CCNC(=O)c3ccc(S(=O)(=O)N(C)C)cc3)cc12	0.98	2	9	-2	0.91	-0.2	-2	-6	-1
Cc1nc2ccccc2c(=O)n1/N=C/c1ccccc1F	0.99	1	-9	2	1.1	-0.5	-4	-5	3
O=C(Nc1cc(N2CCOCC2)ncn1)NC1(C(F)(F)F)Oc2ccccc2O1	0.95	5	-12	-4	1.1	1.0	-4	-1	-6
c1ccc(-n2c(Cc3cn4ccsc4n3)nnc2N2CCOCC2)cc1	1	-3	-5	-5	1.1	-0.6	2	3	-5
CCCCN1C(=O)C(=O)N(CC(=O)Nc2sc(C)c(CC)c2C(=O)OCC)C1=O	0.99	1	-5	-5	1.1	-1.3	4	-2	-11
Cc1ccc(N2CCN(C(=O)CNS(=O)(=O)c3ccc(Br)s3)CC2C)cc1 (centres undefined)	0.97	3	-10	3	1.1	-0.7	-1	-4	-2
CCCCc1ccc(C2C(C#N)=C(N)SC(N)=C2C#N)s1	0.88	12	0	-4	0.99	x	-6	x	11
CCSc1nnc(NC(=O)CSc2nc3c(c(=O)n2-c2ccccc2)SCC3)s1	0.97	3	-9	3	1.1	-1.2	-1	30	1
CC1(C)Cc2ccccc2-c2nnc(-c3ccccc3)n21	0.94	6	-3	-3	1	-1.9	-2	2	-9
COc1cc(C2C(C#N)=C(N)OC3=C2C(=O)CC(C)(C)C3)c([N+](=O)[O-])cc1OC (centres undefined)	0.92	8	-11	-6	1.1	2.2	-3	-13	-6
COc1ccc(-n2cc(-c3ccccc3)c3c(N4CCOCC4)ncnc32)cc1	1.2	-19	0	1	1	0.4	-3	-14	-1
CCOc1nonc1C(=N)/C(C(C)=O)=C(\C)O	0.97	3	10	-1	0.9	0.7	1	0	-5
Nc1c2c(nc3c1CCCC3)CCCC2 (tested in a mixture with another compound)	0.94	6	19	5	0.81	0.6	-1	7	-5
CCn1c(=O)c(CCC(=O)N2CCOCC2)c(C)c2c(C)nn(-c3ccccc3)c21	1	0	-10	-7	1.1	-0.3	-1	-7	-8

# The results go on:
molecule	mIAP act	mIAP inh	hIAP block	A3A deaminase	hIAP activ	MPTP block	MIN6 prolif	ATG4B inh	APOBEC3G inh
Cc1c(-c2ccnc3cc(C(=O)O)nn23)cnn1C	0.93	7	-5	49*	1	1.2	0	-1	-7
CC1CCCCN1C(=O)c1cc(-c2ccc(Cl)c(Cl)c2)on1 (centres undefined)	0.91	9	28	-3	0.72	2.0	-4	4	-8
O=C(Cc1c(O)c2ccccc2[nH]c1=O)NC1CCCCCC1	0.98	2	-21	-2	1.2	0.3	0	-6	-2
CCOc1ccc(CN2CCSCC2)cc1	1	-2	20	2	0.81	-0.5	0	-1	-1
Cc1ccc(C=Nc2ccccc2C(N)=O)cc1	0.94	6	5	-2	0.95	-0.4	-3	8	-7
Cc1ccc(S(=O)(=O)NCCC(=O)Nc2cccc(Cl)c2)cc1	1	-2	2	3	0.98	3.1	0	-6	-7
CN(c1ccccc1)S(=O)(=O)c1ccc(C(=O)Nc2nnc(-c3ccc(F)cc3)o2)cc1	0.95	5	-53	-7	1.5	x	-3	4	-7
Cc1cc(C)n2nc(C(=O)OCC(=O)N(C)Cc3ccccc3)nc2n1	1.1	-10	10	0	0.9	-3.5	1	0	-6
CCOC(=O)c1sc2nc(CSc3ccccc3)nc(NCCN(C)C)c2c1C	0.9	10	8	-2	0.92	8.0	-7	-46	-5
N#Cc1nc(Cc2ccccc2)oc1NCCc1ccccc1	1	-1	-15	0	1.1	13	-1	3	-6
COCCn1c(C(C)C)nc2oc3ccccc3c(=O)c2c1=O	0.98	2	-10	-2	1.1	-0.2	-3	-1	-4
